Source: PubChem BioAssay
TNAP inhibition: human TNAP enzyme inhibitors, biochemical, luminescent (AID 518). purified TNAP enzyme, luminescent substrate readout; higher % means a stronger effect. inhibition, % at 20 µM, or IC50 in µM where a hit was titrated. 64,000 compounds, 0.09% hits; in the data active = a potency from the dose series; inactive = the rest, 99 in 100 with inhibition below about 22%;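 also: plate controls were vehicle for no effect and reference inhibitor for full effect; many of its hits are not listed in these tables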
PMK inhibit: S. pneumoniae PMK inhibitors, primary screen, biochemical, mevalonate pathway, pilot trial included; purified PMK, PK/LDH-coupled NADH absorbance 340 nm; AID 539, 2006; inhibition, % at 10 µM; phosphomevalonate kinase (Streptococcus pneumoniae D39); 65,000 compounds, 0.49% hits;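 active = top-ranked compounds by inhibition in the single 10 µM screen, taking a fixed number of the strongest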;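 also: 0% = full reaction with DMSO carrier and 100% = background rate without enzyme reaction; no value below 0 was filed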
Bfl-1 displacement: Bfl-1 inhibitors, primary screen, biochemical, fluorescence polarization, FITC-Bid, mouse (AID 432). FITC-Bid BH3 peptide fluorescence polarization displacement; higher % means a stronger effect. displacement, % at 20 µM, or IC50 in µM where a hit was titrated. 64,000 compounds, 0.02% hits; in the data active = a potency from the dose series; inactive = the rest, 99 in 100 with displacement below about 15%; also: strong numbers were not always called active
Spn DPM-DC inh: S. pneumoniae DPM-DC inhibitors, primary screen, biochemical, PK/LDH-coupled NADH fluorescence; diphosphomevalonate decarboxylase (Streptococcus pneumoniae D39); purified DPM-DC; calls only at 10 µM; 65,000 compounds, 0.49% hits; AID 556, 2006;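 active = the 320 compounds with the highest percent inhibition in the single-dose primary screen, excluding strongly autofluorescent ones, cut at about 32% in these data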;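 also: kinetic rate of NADH fluorescence loss reporting ADP formed by the decarboxylase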
MK inhibit: S. pneumoniae MK inhibitors, primary screen, biochemical, PK/LDH-coupled NADH absorbance; inhibition, % at 10 µM; 65,000 compounds, 0.48% hits; purified MK, PK/LDH-coupled NADH absorbance 340 nm; mevalonate kinase [Streptococcus pneumoniae D39]; AID 555, 2006;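 active = ranked among the strongest by inhibition in the single 10 µM screen, a fixed top-ranked set picked for dose follow-up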; also: no value below 0 was filed
HT1080 cytotoxicity: cytotoxicity in HT1080 fibrosarcoma cells, cell-based, fluorescence readout (AID 620); HT1080 viability, fluorescence; higher % means a stronger effect; cytotoxicity, % at 10 µM; hits with a dose series show EC50 in µM; 87,000 compounds, 0.42% hits;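 also: cells exposed to compound overnight then 4 h with Alamar Blue; 0% = vehicle DMSO and 100% = killing control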
HPDE-C7 viability: cytotoxicity in HPDE-C7 cells, cell-based, fluorescence, HTS (AID 430); HPDE-C7 pancreatic duct cells viability, fluorescence; higher % means a stronger effect; one-dose cytotoxicity, % at 10 µM; EC50 in µM for titrated hits; 63,000 compounds, 1.8% hits;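 also: cells exposed to compound for 48 hours before viability readout; 0% = vehicle and 100% = reference cytotoxic drug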
LYP inhibition: LYP phosphatase inhibitors, primary screen, biochemical, DiFMUP fluorescence, recombinant catalytic domain, 10 µM (AID 606) | Tyrosine-protein phosphatase non-receptor type 22 (Homo sapiens) | recombinant LYP catalytic domain, DiFMUP fluorescence; higher % means a stronger effect | inhibition, % at 10 µM, or IC50 in µM where a hit was titrated | 52,000 tested, under 10 active;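 active = IC50 under 40 µM in the dose-response test; inactive = IC50 of 40 µM or more, or never dose-tested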
KRASV12 cytotoxicity: cytotoxicity in KRAS-transformed pancreatic duct cells, primary screen, cell-based, fluorescence, HTS (AID 431) | HPDE-C7K KRASV12 cells, Alamar Blue viability, 48 h; higher % means a stronger effect | cytotoxicity, % at 10 µM, or EC50 in µM where a hit was titrated | 63,000 compounds, 1.7% hits;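 active = compounds whose percent cytotoxicity in the single-dose primary screen, scaled between solvent and toxic-drug controls, exceeds 50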;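 also: 0% = DMSO solvent wells and 100% = doxorubicin-treated wells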
PMK inhibit pilot replicates: recorded beside PMK inhibit, whose call it bears; inhibition, %; measured here: pilot screen replicates
MK inhibit pilot replicates: second read-out of MK inhibit, no call of its own (marks repeat the call); inhibition, %; measured here: pilot screen replicates
Spn DPM-DC inh pilot screen %: further read-out of Spn DPM-DC inh, marked with its call; inhibition, %; measured here: pilot screen trials
* hit, by the source's call. Rule as the data show it, unless noted: active = cytotoxicity above about 50%; inactive = the rest.

CC(C)(C)C(=O)CCN1C(=O)C2(OCCO2)c2ccccc21 was read as TNAP inhibition 4.9%, PMK inhibit 12.0, Bfl-1 displacement 0.5%, Spn DPM-DC inh inactive, MK inhibit 10.0, HT1080 cytotoxicity -6.1%, HPDE-C7 viability -19.7%, KRASV12 cytotoxicity -12.7%, PMK inhibit pilot replicates 0.0, MK inhibit pilot replicates 0.0 and Spn DPM-DC inh pilot screen % 0.0.
Screening O=C(CN1C(=O)COc2ccccc21)NCc1ccc(C(=O)O)cc1 returned TNAP inhibition 7.2%, PMK inhibit 18.0, Bfl-1 displacement -0.1%, Spn DPM-DC inh inactive, MK inhibit 9.0, HT1080 cytotoxicity -3.0%, HPDE-C7 viability 7.6%, LYP inhibition -4.8% and KRASV12 cytotoxicity -1.2%.
`C=CCNc1ncnc2c1cnn2-c1ccc(OC)cc1` gave TNAP inhibition 6.1%, PMK inhibit 15.0, Bfl-1 displacement -10.1%, Spn DPM-DC inh inactive, MK inhibit 10.0 and LYP inhibition 18.1%.
Screening N#C/C(=C\N1CCN(Cc2ccc3c(c2)OCO3)CC1)c1nc2ccccc2s1 returned TNAP inhibition 5.5%, PMK inhibit 3.0, Bfl-1 displacement -33.4%, Spn DPM-DC inh inactive, MK inhibit 4.0, HT1080 cytotoxicity 13.7%, HPDE-C7 viability 37.0%, LYP inhibition -3.5% and KRASV12 cytotoxicity 41.6%.
For CC(C)N(Cc1nc(-c2ccccc2)no1)C(=O)CN(C)S(=O)(=O)c1ccccc1 the results were TNAP inhibition 10.7%, PMK inhibit 12.0, Bfl-1 displacement -10.8%, Spn DPM-DC inh inactive, MK inhibit 8.0, HT1080 cytotoxicity 0.2%, HPDE-C7 viability -2.1%, LYP inhibition 3.0% and KRASV12 cytotoxicity -3.0%.
COCC(C)n1c(C)cc(C(=O)CSc2nc3ccccc3c(=O)[nH]2)c1C (stereo unspecified) was read as TNAP inhibition 3.9%, PMK inhibit 6.0, Bfl-1 displacement -7.5%, Spn DPM-DC inh inactive, MK inhibit 0.0, HT1080 cytotoxicity -4.3%, HPDE-C7 viability 2.5%, LYP inhibition 0.5% and KRASV12 cytotoxicity 1.2%.
For Cc1ccc(NC(=O)c2cc(NC(=O)C3CC=CCC3C(=O)O)ccc2N2CCOCC2)cc1 (stereo unspecified) the results were TNAP inhibition 10.7%, PMK inhibit 5.0, Bfl-1 displacement -3.3%, Spn DPM-DC inh inactive, MK inhibit 6.0, HT1080 cytotoxicity -2.2%, HPDE-C7 viability -20.7%, LYP inhibition 12.0% and KRASV12 cytotoxicity -13.4%.
For CC1CCN(c2c(NCc3ccc(C(=O)NCC4COc5ccccc5O4)cc3)c(=O)c2=O)CC1 (stereo unspecified) the results were TNAP inhibition -7.4%, PMK inhibit 11.0, Bfl-1 displacement -3.1%, Spn DPM-DC inh inactive, MK inhibit 27.0, HT1080 cytotoxicity -3.3%, HPDE-C7 viability 3.5%, LYP inhibition 12.6% and KRASV12 cytotoxicity -1.7%.
Screening CC(=O)NCC(=O)OCC(=O)Nc1ccc(C(C)=O)cc1 returned TNAP inhibition 5.3%, PMK inhibit 7.0, Bfl-1 displacement -4.1%, Spn DPM-DC inh inactive, MK inhibit 2.0, HT1080 cytotoxicity 2.6%, HPDE-C7 viability -6.9%, LYP inhibition 0.1% and KRASV12 cytotoxicity -9.0%.
`O=C(c1ccc2c(c1)OCO2)N1CCCC(c2ccccc2)C1` (stereo unspecified) gave TNAP inhibition 13.7%, PMK inhibit 8.0, Bfl-1 displacement 6.1%, Spn DPM-DC inh inactive, MK inhibit 7.0, HT1080 cytotoxicity 7.9%, HPDE-C7 viability -22.9%, LYP inhibition -2.4% and KRASV12 cytotoxicity -17.4%.
`CC(=O)c1ccc(N2CCN(C(=O)c3cc4c(-c5ccccc5F)nn(C)c4s3)CC2)cc1` gave TNAP inhibition 13.5%, PMK inhibit 2.0, Bfl-1 displacement -9.0%, Spn DPM-DC inh inactive, MK inhibit 2.0, HT1080 cytotoxicity -2.0%, HPDE-C7 viability 18.0% and KRASV12 cytotoxicity 11.4%.
CCCOc1cccc(NC(=O)c2cc(C)oc2C)c1 was read as TNAP inhibition 13.2%, PMK inhibit 2.0, Bfl-1 displacement 8.3%, Spn DPM-DC inh inactive, MK inhibit 14.0, HT1080 cytotoxicity 4.3%, HPDE-C7 viability -11.8%, LYP inhibition 8.5% and KRASV12 cytotoxicity -13.6%.
COc1cccc(-c2cc(C(F)(F)F)nc(N3CCN(c4ccccc4)CC3)n2)c1 was read as TNAP inhibition 7.4%, PMK inhibit 2.0, Bfl-1 displacement -4.6%, Spn DPM-DC inh inactive, MK inhibit 10.0, HT1080 cytotoxicity -12.9%, HPDE-C7 viability 72.4%*, LYP inhibition 7.9% and KRASV12 cytotoxicity 47.4%.
CCCCOC(=O)c1cccc(NC(=O)CC)c1 was read as TNAP inhibition 14.7%, PMK inhibit 0.0, Bfl-1 displacement -1.6%, Spn DPM-DC inh inactive, MK inhibit 12.0, HT1080 cytotoxicity 6.3%, HPDE-C7 viability 10.1%, LYP inhibition 3.4%, KRASV12 cytotoxicity 20.4%, PMK inhibit pilot replicates 2.5, MK inhibit pilot replicates 3.0 and Spn DPM-DC inh pilot screen % 0.0.
`COc1cc(NC(=O)CN2C(=O)NC(C)(CC(C)C)C2=O)cc(OC)c1` (stereo unspecified) gave TNAP inhibition 3.6%, PMK inhibit 10.0, Bfl-1 displacement 1.8%, Spn DPM-DC inh inactive, MK inhibit 0.0, HT1080 cytotoxicity -7.9%, HPDE-C7 viability 9.3% and KRASV12 cytotoxicity 0.9%.

Among those listed so far, these have fluorine.
`CC(=O)c1ccc(N2CCN(C(=O)c3cc4c(-c5ccccc5F)nn(C)c4s3)CC2)cc1` gave TNAP inhibition 13.5%, PMK inhibit 2.0, Bfl-1 displacement -9.0%, Spn DPM-DC inh inactive, MK inhibit 2.0, HT1080 cytotoxicity -2.0%, HPDE-C7 viability 18.0% and KRASV12 cytotoxicity 11.4%.
COc1cccc(-c2cc(C(F)(F)F)nc(N3CCN(c4ccccc4)CC3)n2)c1 was read as TNAP inhibition 7.4%, PMK inhibit 2.0, Bfl-1 displacement -4.6%, Spn DPM-DC inh inactive, MK inhibit 10.0, HT1080 cytotoxicity -12.9%, HPDE-C7 viability 72.4%*, LYP inhibition 7.9% and KRASV12 cytotoxicity 47.4%.

Following part.
Cc1c(NC(=O)c2noc3c2CCc2ccccc2-3)c(=O)n(-c2ccccc2)n1C was read as TNAP inhibition 14.6%, PMK inhibit 9.0, Bfl-1 displacement -1.8%, Spn DPM-DC inh inactive, MK inhibit 7.0, HT1080 cytotoxicity 0.9%, HPDE-C7 viability 9.2%, LYP inhibition 14.2%, KRASV12 cytotoxicity 7.4%, PMK inhibit pilot replicates 0.5, MK inhibit pilot replicates 0.0 and Spn DPM-DC inh pilot screen % 0.0.
Screening Cc1ccc2oc(=O)c3cnn(CC(=O)N4CCCCCC4)c3c2c1 returned TNAP inhibition 6.6%, PMK inhibit 0.0, Bfl-1 displacement 0.3%, Spn DPM-DC inh inactive, MK inhibit 5.0, HT1080 cytotoxicity 2.6%, HPDE-C7 viability -13.5%, LYP inhibition -0.5% and KRASV12 cytotoxicity -2.5%.
Screening CCOC(=O)N1CCN(C(=O)c2cn(CC)c3ccc(S(=O)(=O)N4CCCC4)cc3c2=O)CC1 returned TNAP inhibition 4.6%, PMK inhibit 8.0, Bfl-1 displacement -4.3%, Spn DPM-DC inh inactive, MK inhibit 13.0, HPDE-C7 viability 2.5%, LYP inhibition 2.7% and KRASV12 cytotoxicity 4.3%.
Screening COc1ccc(C(=O)N2CCN(c3c(C)cccc3C)CC2)cc1OC returned TNAP inhibition -1.0%, PMK inhibit 2.0, Bfl-1 displacement 1.1%, Spn DPM-DC inh inactive, MK inhibit 0.0, HT1080 cytotoxicity -0.9%, HPDE-C7 viability -20.6%, LYP inhibition 5.2% and KRASV12 cytotoxicity -5.5%.
For CCOC(=O)N1CCN(C(=O)c2cn(C)c(=O)c3c2c2ccccc2n3C)CC1 the results were TNAP inhibition 2.1%, PMK inhibit 19.0, Bfl-1 displacement -10.7%, Spn DPM-DC inh inactive, MK inhibit 4.0, HT1080 cytotoxicity 4.7%, HPDE-C7 viability -11.5% and KRASV12 cytotoxicity 4.1%.
`CCCOc1ccc(N2CC(C(=O)Nc3ccccc3F)CC2=O)cc1` (stereo unspecified) gave TNAP inhibition 11.0%, PMK inhibit 7.0, Bfl-1 displacement 3.3%, Spn DPM-DC inh inactive, MK inhibit 8.0, HT1080 cytotoxicity 4.2%, HPDE-C7 viability -12.2%, LYP inhibition 7.4% and KRASV12 cytotoxicity -41.1%.
Screening Cc1nn(CC(=O)Nc2ccc(C(=O)N(C)C)cc2)c(=O)c2ccccc12 returned TNAP inhibition 14.9%, PMK inhibit 8.0, Bfl-1 displacement -6.4%, Spn DPM-DC inh inactive, MK inhibit 5.0, HT1080 cytotoxicity 1.5%, HPDE-C7 viability -4.3%, LYP inhibition 11.4% and KRASV12 cytotoxicity -3.4%.
`COc1ccc(-n2nnnc2SCC(=O)c2ccc(O)c(O)c2)cc1` gave TNAP inhibition 42.3%, PMK inhibit 9.0, Bfl-1 displacement 7.5%, Spn DPM-DC inh inactive, MK inhibit 7.0, HT1080 cytotoxicity 6.5%, HPDE-C7 viability 17.9%, LYP inhibition 10.2%, KRASV12 cytotoxicity 5.4%, PMK inhibit pilot replicates 0.0, MK inhibit pilot replicates 0.0 and Spn DPM-DC inh pilot screen % 0.0.
Screening O=C(NCC1CCCO1)c1ccc2nc(N3CCCCC3)sc2c1 (stereo unspecified) returned TNAP inhibition 5.0%, PMK inhibit 7.0, Bfl-1 displacement 7.6%, Spn DPM-DC inh inactive, MK inhibit 2.0, HT1080 cytotoxicity -12.1%, HPDE-C7 viability -13.0%, LYP inhibition 16.8% and KRASV12 cytotoxicity 1.4%.
For COc1cccc(C2=NOC(C(=O)Nc3cccc(C(C)=O)c3)C2)c1OC (stereo unspecified) the results were TNAP inhibition 12.5%, PMK inhibit 12.0, Bfl-1 displacement -3.2%, Spn DPM-DC inh inactive, MK inhibit 5.0, HT1080 cytotoxicity -1.6%, HPDE-C7 viability 0.8% and KRASV12 cytotoxicity 4.1%.
For C=C(C)c1ccc(C(C)(C)NC(=O)NCc2ccco2)cc1 the results were TNAP inhibition 7.1%, PMK inhibit 0.0, Bfl-1 displacement -0.7%, Spn DPM-DC inh inactive, MK inhibit 6.0, HT1080 cytotoxicity -9.1%, HPDE-C7 viability -0.3%, LYP inhibition 9.7% and KRASV12 cytotoxicity 8.8%.

This is a random part of the collection; 3.4% or so of the library scored in one or more.
